PAD4 FP inh – inhibitors of human PAD4 | 330,000 compounds, 0.41% hits | Q9UM07 | inhibition, % at 6.36 µM | recombinant PAD4, RCA probe fluorescence polarization;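 active = percent inhibition above a cutoff equal to the mean of all tested compounds plus 3 SD, cut at about 15% in these data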;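 note: 0% = PAD4 with RCA probe and DMSO and 100% = probe without PAD4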
LYPLA2 inh – LYPLA2 (human) inhibition in PME1 counter-screen | recombinant LYPLA2, FP-Rh probe fluorescence polarization | AID 2177 | 320,000 compounds, 0.38% hits | O95372 | inhibition, % at 5.9 µM;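 active = inhibition above the screen-wide mean plus 3 SD, limit set per campaign, cut at about 26% in these data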;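 note: 0% = LYPLA2 with DMSO and 100% = wells lacking LYPLA2 enzyme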
PAFAH1B3 inh – blocks human PAF acetylhydrolase 1B catalytic subunit 3; Q15102; recombinant PAFAH1B3, FP-rhodamine probe, fluorescence polarization; inhibition, % at 3.39 µM; 340,000 compounds, 0.28% hits; AID 492972;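 active = inhibition above the screen-wide average of all tested compounds plus 3 SD, cut at about 25% in these data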;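 note: 0% = enzyme with DMSO only and 100% = wells lacking PAFAH1B3 protein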
Target sequence (Q15102 whole entry, looked up): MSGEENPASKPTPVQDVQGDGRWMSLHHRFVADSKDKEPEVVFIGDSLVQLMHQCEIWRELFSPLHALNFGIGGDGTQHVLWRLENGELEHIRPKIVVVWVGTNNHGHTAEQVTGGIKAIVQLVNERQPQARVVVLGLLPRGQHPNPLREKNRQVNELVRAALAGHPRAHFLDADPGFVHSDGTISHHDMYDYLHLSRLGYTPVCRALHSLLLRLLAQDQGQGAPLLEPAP
PAFAH2 FP inh – PAFAH2 (human) inhibition. 340,000 compounds, 0.99% hits. recombinant PAFAH2, FP-rhodamine activity probe, fluorescence polarization. inhibition, % at 3.39 µM. Q99487. AID 492956;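 active = inhibition above the mean over all tested compounds plus 3 SD, cut at about 30% in these data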;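 note: inhibitors block probe labeling of enzyme so polarization drops; 0% = enzyme with DMSO and 100% = wells lacking PAFAH2 protein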
PAFAH1B2 inh – inhibitors of human PAFAH1B2; 340,000 compounds, 1.2% hits; recombinant PAFAH1B2, FP-rhodamine activity probe, fluorescence polarization; inhibition, % at 3.39 µM;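 active = inhibition above the mean of all tested compounds plus 3 SD, cut at about 24% in these data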;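 note: 0% = enzyme with DMSO and 100% = wells lacking PAFAH1B2; many of its hits are not listed in these tables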
PME-1 primary – PME-1 (human) inhibition. Q9Y570. recombinant PME-1, FP-Rh probe fluorescence polarization. inhibition, % at 5.9 µM. 320,000 compounds, 0.53% hits. AID 2130;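 active = inhibition above the campaign mean of all compounds plus 3 SD, cut at about 26% in these data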;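 note: competitive labeling of PME-1 active site by serine hydrolase directed probe; 0% = PME-1 with DMSO and 100% = wells lacking PME-1 enzyme; inhibitors block probe labeling so polarization falls and inhibition rises; many of its hits are not listed in these tables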
Target sequence (Q9Y570 whole entry, looked up): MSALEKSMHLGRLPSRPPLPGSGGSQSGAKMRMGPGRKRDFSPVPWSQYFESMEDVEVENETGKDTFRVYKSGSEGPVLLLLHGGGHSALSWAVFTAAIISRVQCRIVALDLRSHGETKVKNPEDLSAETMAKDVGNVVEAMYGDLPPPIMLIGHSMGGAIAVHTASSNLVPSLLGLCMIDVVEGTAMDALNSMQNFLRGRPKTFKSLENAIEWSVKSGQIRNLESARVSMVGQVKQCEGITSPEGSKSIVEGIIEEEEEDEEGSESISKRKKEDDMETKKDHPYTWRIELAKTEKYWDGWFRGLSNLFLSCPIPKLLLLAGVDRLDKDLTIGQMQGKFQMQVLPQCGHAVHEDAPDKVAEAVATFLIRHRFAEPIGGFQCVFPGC
LYPLA1 inh – LYPLA1 (human) inhibition in PME1 counter-screen | inhibition, % at 5.9 µM | recombinant LYPLA1, FP-Rh probe fluorescence polarization | 320,000 compounds, 0.16% hits | O75608 | AID 2174;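 active = inhibition above the mean of all tested compounds plus 3 SD, set per campaign, cut at about 14% in these data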;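 note: inhibitors block serine hydrolase probe labeling of LYPLA1 so polarization falls; 0% = enzyme with DMSO and 100% = wells lacking LYPLA1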
Target sequence (O75608 whole entry, looked up): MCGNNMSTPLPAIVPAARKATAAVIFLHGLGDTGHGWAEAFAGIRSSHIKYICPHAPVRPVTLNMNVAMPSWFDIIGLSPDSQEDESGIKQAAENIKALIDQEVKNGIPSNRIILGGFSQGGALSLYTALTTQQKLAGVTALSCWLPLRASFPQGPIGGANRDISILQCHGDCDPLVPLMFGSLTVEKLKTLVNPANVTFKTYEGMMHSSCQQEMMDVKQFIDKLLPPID
GSTO1 counter – counter-screen for RBBP9 inhibitors: inhibitors of human GSTO1. P78417. recombinant GSTO1, activity-based probe fluorescence polarization. inhibition, % at 5.96 µM. 300,000 compounds, 1.1% hits;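 active = inhibition above the campaign mean inhibition plus 3 SD, cut at about 35% in these data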;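 note: 0% = GSTO1-1 with DMSO and 100% = wells lacking GSTO1-1 enzyme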
pPAFAH FP inh – pPAFAH (human) enzyme inhibition. 330,000 compounds, 1.5% hits. Q13093. inhibition, % at 3.39 µM. recombinant pPAFAH, FP-rhodamine probe fluorescence polarization;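 active = inhibition above the mean inhibition across the screen plus 3 SD, cut at about 25% in these data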;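 note: inhibitors block binding of the rhodamine activity-based probe so polarization drops; 0% = enzyme with DMSO and 100% = wells lacking pPAFAH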
* = called active by the depositor; / = no result given. Not all compounds are listed; rates above refer to the full screens.

mol	PAD4 FP inh	LYPLA2 inh	PAFAH1B3 inh	PAFAH2 FP inh	PAFAH1B2 inh	PME-1 primary	LYPLA1 inh	GSTO1 counter	pPAFAH FP inh
CN(C)c1ccc(C(=S)N2CCNCC2)cc1	-3	1	3	0	-2	-5	2	-2	6
C[C@@H]1CN(C(=O)c2nc3ccc(Cl)cn3c2CN(C)CCc2cnn(C)c2)C[C@H](C)O1	-1	-4	9	2	5	7	3	0	5
CS(=O)(=O)NCc1ccc(C(=O)NCc2ccccc2)cc1	-1	-1	13	5	4	-2	0	1	1
C/C(CC(=O)Nc1ccc2c(c1)OCO2)=N\NC(=O)C(c1ccccc1)c1ccccc1	-3	-7	4	2	5	1	-4	7	0
O=C(NCC(c1cccs1)N1CCOCC1)c1cccnc1 (stereo not given)	0	-2	1	-2	6	0	1	3	2
CCOc1ccc(N(CC(=O)Nc2cccnc2)S(C)(=O)=O)cc1	-3	0	10	-1	2	-2	-3	-5	1
COc1ccc(C(C)=O)cc1COc1ncnc2ccccc12	1	-1	5	6	-2	0	0	4	-3
CS(=O)(=O)N1CCC(Oc2ccccc2C(=O)NCCCc2cccnc2)CC1	-7	9	4	5	6	-2	4	8	0
Cn1c(N)c(C(=O)COC(=O)Cc2ccc(Cl)c(Cl)c2)c(=O)n(C)c1=O	0	/	8	13	3	/	/	/	4
O=c1[nH]c2ccccc2cc1CN(Cc1cccnc1)S(=O)(=O)c1ccc([N+](=O)[O-])cc1	-5	7	5	2	2	3	2	3	4
COc1ccccc1Nc1nnc(SCC2CCCCO2)s1 (stereo not given)	4	-2	6	3	9	1	1	8	8
CC(C)(CNc1ccc([N+](=O)[O-])cc1C#N)N1CCOCC1	1	-1	-1	1	1	-3	1	7	1
CCOC(=O)c1cnc2ccccc2c1NCCc1ccc(OC)c(OC)c1	-1	6	-1	-3	0	3	-3	0	-1
COc1ccc(NS(=O)(=O)c2cccc(C(=O)N/N=C/c3ccc(O)cc3)c2)cc1	-2	-7	4	-6	1	-6	-8	3	15
CCOC(=O)N1CCN(c2ccc(C(=O)CC)cc2F)CC1	1	-5	2	2	0	3	-6	-6	2
COc1ccc(C(C(=O)NCCC(C)C)N(CCN2CCOCC2)C(=O)Cn2nnc3ccccc32)c(OC)c1 (stereo not given)	-1	-3	5	6	4	-4	-2	8	2
O=C(CSc1nc2ccccc2o1)Nc1ccccc1N1CCOCC1	-5	-1	-7	-1	3	0	-2	3	-1
Cc1ccccc1NC(=O)CCC(=O)N/N=C/c1ccncc1	1	-3	-2	-4	1	-3	-2	3	-2
Cc1ccc(/C([O-])=C(/C(=S)NCc2ccc3c(c2)OCO3)[n+]2ccc(N(C)C)cc2)c(C)c1	-3	3	6	-2	-2	0	3	3	7
O=C(O)c1ccc(COc2ccc([N+](=O)[O-])cc2)o1	-5	-1	-1	3	10	-4	3	0	2
COCCN1CCN(C(=O)c2ccc3oc(CCc4ccccc4)nc3c2)CC1	0	-7	10	-3	2	4	4	3	-3
Cc1nc2c(ccc3nc(NC(=O)C4CC4)sc32)s1	-3	2	2	-1	-1	4	2	4	0
CCc1c(C)nc(SCC(=O)Nc2nc(-c3ccc(OC)cc3)cs2)[nH]c1=O	-2	14	6	-8	1	10	2	9	14
CCOCCCNC(=O)c1ccc2c(c1)N(CC)C(=O)c1ccccc1S2=O (stereo not given)	2	0	17	6	1	1	-1	2	4
CCN(C(=O)COC(=O)/C=C/c1ccccc1[N+](=O)[O-])C1CCS(=O)(=O)C1 (stereo not given)	-5	8	5	-3	2	4	1	-2	0
O=C1C=C(NNC(=O)c2ccncc2)CC(c2ccccc2)C1 (stereo not given)	0	-5	13	-1	2	-7	0	9	13
O=S(=O)(c1ccc2ccccc2c1)N1CCN(S(=O)(=O)c2c(F)cccc2F)CC1	-2	/	6	3	6	/	/	/	2
Cc1cc(C)c2nc(NNC(=O)c3ccc(S(=O)(=O)N4CCc5ccccc5C4)cc3)sc2c1	0	-3	9	-3	10	0	-10	-4	12
COc1ccc(CCC(=O)N2c3ccccc3CC2C)cc1 (stereo not given)	1	3	3	2	-2	2	2	-4	6
C/C(=N/NC(N)=S)c1ccccc1[N+](=O)[O-]	-2	5	7	3	-4	-1	1	3	-2
O=CNCC(=O)NCCc1ccc(Cl)cc1	1	1	-4	-4	1	-1	-2	0	1
O=C(CSc1nnc(C2CC2)n1-c1ccccc1)N1CCNC1=O	-4	8	5	-3	-1	-1	0	/	2
Cc1cc(=O)[nH]c(SCCOc2ccc(OC(C)C)cc2)n1	0	-1	16	4	6	-6	-2	-1	6
CCc1ccc(NC(=O)CSc2nnc(CC)c(CC)n2)cc1	0	4	9	0	3	-9	-2	4	0
O=C(CN1C(=O)COc2ccc(Cl)cc21)Nc1nccs1	0	8	3	0	3	-2	2	/	0
COc1ccc(S(=O)(=O)N2CCOCC2)cc1NC(=O)CSc1nnc2n1CCCCC2	-4	/	3	7	9	/	/	/	7
CC(=O)OCC(=O)Nc1c(C)cccc1C	-6	5	-2	-4	-2	-3	0	-1	-4
Cc1ccc(NC(=O)c2cccnc2C(=O)Nc2ccc(C)cc2)cc1	-4	-1	-2	2	-2	0	-3	-3	0
CC(=O)Nc1ccc(S(=O)(=O)N2CCN(c3cc(C(F)(F)F)ccn3)CC2)cc1	-2	-3	3	10	0	0	-6	-1	1
C=CCn1c(C)c(/C=C/c2cc[n+](C)cc2)c2ccccc21	-3	-6	4	3	4	-15	3	-6	-3
O=C(O)CC(c1cccc([N+](=O)[O-])c1)N1Cc2ccccc2C1=O (stereo not given)	0	-13	9	-1	5	-3	-6	8	-2
CC(C)C(C(=O)NC1CCCCC1)N(CC1CCCO1)C(=O)CNS(=O)(=O)c1ccc(F)cc1 (stereo not given)	-1	5	4	6	5	-4	1	3	6
O=C(CCn1c(=O)sc2ccccc21)NCCC1=CCCCC1	6	-3	0	9	12	-9	-1	5	-1
C[C@]12C=CC(=O)C=C1CC[C@@H]1[C@@H]2[C@@H](O)C[C@@]2(C)[C@H]1CC[C@]2(O)C(=O)COC(=O)CCC(=O)O	-3	6	8	22	0	-1	3	4	3
COc1ccc(S(=O)(=O)Cc2ccc(C(=O)NCCCN3CCc4ccccc4C3)o2)cc1	3	3	6	3	5	3	0	-1	2
Cc1nc2sccn2c(=O)c1S(=O)(=O)N1CCN(c2ccc(F)cc2)CC1	-3	1	-1	5	2	-1	-1	4	3
CC(C)C1NC(=S)N(Cc2ccccc2)C1=O (stereo not given)	2	-4	6	9	7	1	-2	2	4
CCCCSc1nnc(-c2ccc(NC(=O)CC)cc2)n1C	-1	-6	2	-2	14	2	-4	6	2
NC(=O)c1sc2nc3c(c(-c4ccccc4)c2c1N)CCC3	-3	1	8	8	11	-2	0	6	25*
Cc1ccc(-c2nnc(SCC(=O)NNC(=O)COc3cccc(C)c3)n2C)cc1	0	-2	-1	-5	0	0	0	0	12

More results
mol	PAD4 FP inh	LYPLA2 inh	PAFAH1B3 inh	PAFAH2 FP inh	PAFAH1B2 inh	PME-1 primary	LYPLA1 inh	GSTO1 counter	pPAFAH FP inh
Cc1ccc2c(c1)C(c1ccncc1)=NNC(c1ccccc1)=N2	-4	0	7	3	6	-1	-2	-2	0
Cc1nnc(SCC(=O)NNC(=O)COc2ccc(Cl)cc2)n1C	-5	10	8	-10	2	1	5	-4	7
Cc1c(NC(=O)/C(C#N)=C/c2c(Oc3ccccc3)nc3ccccn3c2=O)c(=O)n(-c2ccccc2)n1C	0	-2	3	7	5	-6	2	5	-1
C=CCOc1ccc(C2=NOC(C(=O)Nc3ccc4c(c3)OCCO4)C2)cc1 (stereo not given)	-2	2	9	4	1	0	-4	-5	1
CN(C)/C=C(\C=O)c1cccc(Cl)c1	0	0	-2	2	-3	-5	-1	9	-3
CC1C(=O)C(C)C(c2cc(Cl)ccc2O)NC1c1cc(Cl)ccc1O (stereo not given)	-2	-6	16	1	3	-8	-6	-4	0
CCc1nnc(NC(=O)CSc2nc3[nH]ncc3c(=O)[nH]2)s1	-3	0	6	4	12	-9	-2	35	-1
CCOc1ccc(-c2nnc(-c3cccs3)o2)cc1OCC	-2	4	9	2	0	3	2	-3	2
O=C(NCC1CC1)[C@@H]1C[C@H]1[C@@H](NP(=O)(c1ccccc1)c1ccccc1)c1ccccc1	3	-2	5	-3	-4	-2	-3	4	1
COc1cccc2[nH]c3c(=O)n(CCCN4CCOCC4)cnc3c12	6	-2	7	0	3	1	2	-2	-2
CC(C)(C)OC(=O)NC(Cc1ccccc1)C(=O)N1CCCC1C(=O)O (stereo not given)	-7	1	13	-2	5	-5	4	10	-2
CCNC(=O)CCc1nc(-c2ccc(C)cc2)no1	0	2	-5	3	2	-1	-2	6	3
CCN(C#N)c1nc(NC(C)C)nc(NC(C)C)n1	-2	5	4	-7	-1	5	-1	8	-2
CCN(CC)S(=O)(=O)c1ccc(N=NC2=C(O)CCCC2=O)cc1	168*	2	3	3	3	-4	-4	8	20
OCC1(Cc2ccc(F)cc2)CCCN(CCc2ccccc2)C1 (stereo not given)	-5	5	-1	0	3	-2	0	3	-1
CC(=O)c1ccc(NC(=O)C(C)N(C)CC(=O)Nc2cccc(F)c2)cc1 (stereo not given)	-2	-2	6	-1	2	-6	-2	1	2
CCn1c(/C=C/c2c(C)n(CC)c3ccccc23)nc2ccccc2c1=O	-1	0	3	-1	2	9	2	-3	1
COc1ccccc1-n1cc(CN2CCN(C3CCCC3)C(CCO)C2)cn1 (stereo not given)	2	-3	4	4	8	-2	-2	4	-5
O=C(CSc1nccc(-c2cccs2)n1)Nc1ccc(Cl)cc1	0	0	12	-12	5	-6	-8	11	-2
O=c1nc2n(c3ccc(Br)cc13)CCS2	-3	1	7	3	3	-6	1	-2	0
O=S1(=O)N=C2CCCCCN2C(c2ccccc2)N1 (stereo not given)	1	7	0	1	-2	2	1	11	1
Nc1c(-c2ccc3c(c2)OCCO3)oc2ccccc2c1=O	1	0	4	2	3	-10	1	8	2
CCCCC(c1nnnn1CCOC)N1CCN(Cc2ccccc2)CC1 (stereo not given)	3	1	1	0	2	-1	0	0	-1
CC1CCCC(C)N1S(=O)(=O)c1ccc(NC(=O)CNC2CCCC2)cc1 (stereo not given)	-9	-10	-1	4	-2	-11	-3	9	-4
O=C(/C=C/c1ccccn1)c1cc(Br)ccc1O	-11	-4	0	4	1	-1	-1	-4	-5
COc1ccc(Cl)cc1S(=O)(=O)N1CCN(c2ccc(F)cc2)CC1	1	-1	14	0	5	1	-4	-1	8

An excerpt from above with just PAFAH1B2 inh, pPAFAH FP inh and PAFAH2 FP inh:
smiles	PAFAH1B2 inh	pPAFAH FP inh	PAFAH2 FP inh
CCN(C#N)c1nc(NC(C)C)nc(NC(C)C)n1	-1	-2	-7
CC(C)(C)OC(=O)NC(Cc1ccccc1)C(=O)N1CCCC1C(=O)O (stereo not given)	5	-2	-2
